ROC1-CUL1 inh: human ROC1-CUL1 E3 ligase inhibition; in vitro K48 di-Ub FRET, acceptor:donor ratio, 45 min; inhibition, % at 10 µM; P62877+Q13616; hit rate 0.6% among 140,000; in the data active = inhibition above about 25%
Target sequence (P62877 whole entry, looked up): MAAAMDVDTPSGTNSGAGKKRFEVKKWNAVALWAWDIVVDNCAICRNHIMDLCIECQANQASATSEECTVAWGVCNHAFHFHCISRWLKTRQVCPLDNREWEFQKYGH
Target sequence (Q13616 whole entry, looked up): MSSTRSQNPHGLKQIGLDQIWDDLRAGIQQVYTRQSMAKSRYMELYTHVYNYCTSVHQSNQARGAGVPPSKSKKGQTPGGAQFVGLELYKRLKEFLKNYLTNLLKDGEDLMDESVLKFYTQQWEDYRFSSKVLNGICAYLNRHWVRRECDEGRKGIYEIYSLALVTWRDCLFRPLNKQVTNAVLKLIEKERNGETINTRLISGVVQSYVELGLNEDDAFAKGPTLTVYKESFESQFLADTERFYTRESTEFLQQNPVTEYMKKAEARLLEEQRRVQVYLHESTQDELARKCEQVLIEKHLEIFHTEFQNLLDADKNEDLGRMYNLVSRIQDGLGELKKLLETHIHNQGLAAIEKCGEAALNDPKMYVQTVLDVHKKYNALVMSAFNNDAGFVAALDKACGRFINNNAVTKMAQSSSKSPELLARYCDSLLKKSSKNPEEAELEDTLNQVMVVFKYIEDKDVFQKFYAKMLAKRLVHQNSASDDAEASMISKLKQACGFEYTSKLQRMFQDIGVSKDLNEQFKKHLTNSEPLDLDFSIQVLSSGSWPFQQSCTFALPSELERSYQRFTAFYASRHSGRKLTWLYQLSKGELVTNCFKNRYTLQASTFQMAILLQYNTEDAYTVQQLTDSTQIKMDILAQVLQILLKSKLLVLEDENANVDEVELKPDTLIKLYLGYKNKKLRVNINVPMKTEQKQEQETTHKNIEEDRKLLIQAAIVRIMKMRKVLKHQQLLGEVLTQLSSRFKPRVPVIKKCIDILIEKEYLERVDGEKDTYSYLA
An asterisk follows results filed as active. Not all compounds are listed. The share of hits here may be higher or lower than overall.

ROC1-CUL1 inh | smiles
-7 | Cc1ccc2nc(Cl)c3cc(C(=O)NC4CCCCC4)sc3c2c1
10 | Cc1cccc(N(CC(=O)NC(C)c2ccccc2)S(=O)(=O)c2ccccc2)c1C (stereo not given)
-3 | O=C(NC(=S)Nc1cccc(C(F)(F)F)c1)c1ccc(F)cc1
-3 | Cc1cccc(NC(=O)c2c(NC(=O)c3ccccc3)sc3c2CCCC3)c1
5 | CC1=NC(=O)NC(=O)C1S(=O)(=O)N1CCN(c2cccc(Cl)c2)CC1 (stereo not given)
-2 | C=CCNC(=O)Cn1cnc([N+](=O)[O-])n1
-3 | CC(C)(C)C(=O)Nc1ccccc1COC(=O)C(C)(C)C
3 | CC(=O)c1c(O)cc2c(c1O)CCC(C)(C)O2
-16 | Cc1ccc(C(=O)Nc2ccc(OCC(=O)O)cc2)cc1C
-7 | Cn1c(=O)c2c(=O)cc(NNC(=O)CC#N)[nH]c2n(C)c1=O
-3 | CCC(=O)N1CCc2cc(S(=O)(=O)CCC(=O)N3CCN(c4ccc(C(C)=O)cc4)CC3)ccc21
0 | O=C(Nc1ccccc1)Nc1ccc(Sc2ccc(Cl)cc2)nc1
-2 | COC(=O)c1sc2nc(C34CC5CC(CC(C5)C3)C4)cc(C(F)(F)F)c2c1N
2 | O=C(CSc1nnc(-c2ccc(Br)cc2)o1)c1cccs1
3 | CC(=O)c1ccc2c(c1)c1c(n2CCN(Cc2ccccc2)Cc2ccccc2)C(=O)CCC1
0 | Cc1cc(C)n2nc(C(=O)N/N=C/c3cccc(Cl)c3)nc2n1
2 | CN(C)CCN(C(=O)c1ccco1)c1nc2c(F)cc(F)cc2s1
-4 | COC(=O)c1c(NC(=O)Cn2nc(C)c([N+](=O)[O-])c2C)sc2c1CCCCCC2
-1 | CC(=O)Nc1ccc(C2=N/C(=C\c3cccc(OCc4ccccc4Cl)c3)C(=O)O2)cc1
10 | CN(C)CCC[C@H]1c2ccccc2Sc2ccccc2[C@@H]1C#N

Fetched by structure from above (2):
ROC1-CUL1 inh | smiles
-16 | Cc1ccc(C(=O)Nc2ccc(OCC(=O)O)cc2)cc1C
10 | CN(C)CCC[C@H]1c2ccccc2Sc2ccccc2[C@@H]1C#N

(next part)
ROC1-CUL1 inh | smiles
-4 | Cc1cc(F)ccc1NC(=O)CCS(=O)(=O)c1cccc2nsnc12
-6 | O=C1O[C@@H]2CN(c3ncccn3)C[C@@H]2N1CCN1CCCCC1
5 | CCC(=O)N1c2ccccc2N(S(=O)(=O)c2ccc(C)cc2)C1c1ccc(N(C)C)cc1 (stereo not given)
-13 | CCOC(=O)Cn1nc(N2CCN(c3ccc(F)cc3)CC2)ccc1=O
-12 | COc1cc(NC(=O)NCCc2c(C)nn(C)c2C)cc(OC)c1OC
-6 | CC1CN(C(=O)N2CCC(C(=O)NC3CCCCCC3)CC2)c2ccccc2O1 (stereo not given)
7 | COC(=O)c1cccc(Nc2cc(C)nc3ccccc23)c1
9 | COc1ccccc1CN1C[C@@H]2C[C@@H](c3nc(C(C)C)cs3)N3CCC[C@@]23C1=O
-1 | CCS(=O)(=O)N1CCC(C(=O)Nc2cccc(Cl)c2)CC1
1 | CC(=O)N1CCC(C(=O)N2CCN(c3ccccc3F)CC2)CC1
5 | Cc1cc(O)cc(C)c1Br
-3 | COc1ccc(C(=O)CCC(=O)Nc2ccccc2C)cc1
7 | CCSc1nnc(NC(=O)c2cc([N+](=O)[O-])cc([N+](=O)[O-])c2)s1
2 | CS(C)=C1C(=O)N(C2CCCCC2)C(=O)N(C2CCCCC2)C1=O
9 | COc1ccc(CCNC(=O)c2cc(=O)c3cc(C)c(C)cc3o2)cc1OC
-4 | Cc1cccc(N2CCN(C(=O)CS(=O)(=O)c3cccc4nsnc34)CC2)c1C
3 | C=C(C)Cn1c(=O)c2c(nc3n(C(C)CC)c(C)cn23)n(C)c1=O (stereo not given)
-3 | COCCNS(=O)(=O)c1c(C)cc(C)cc1C
5 | Cc1ccccc1Nc1nc(-c2ccc3ccccc3c2)cs1
5 | CCN(CC)CCNC(=O)CC1CSc2ccccc2NC1=O (stereo not given)

Additional structures follow:
ROC1-CUL1 inh | smiles
1 | Cc1ccc(NC(=O)CSc2nc3ccc(NC(=O)c4cccc(Cl)c4)cc3s2)c(C)c1
-3 | CCSc1nnc(-c2ccc(Cl)cc2)o1
-5 | COc1ccc(NS(=O)(=O)c2ccc(NC(=O)N3CCCC3)cc2)cc1
-2 | CC(=O)c1ccc(NC(=O)c2cc(-c3ccc(Cl)c(Cl)c3)on2)cc1
0 | O=C(NCCc1ccc(Cl)cc1)c1c2c(nc3ccccc13)C(=O)N(C1CCCCC1)C2
-3 | Cc1cccc(C)c1NC(=O)CN1C(=O)S/C(=C\c2cccn2-c2cccc(C(=O)O)c2)C1=O
-4 | Cc1nn(-c2ccccc2)c(Cl)c1C=C1C(=O)c2ccccc2C1=O
-1 | Cc1c(-c2ccc(Cl)cc2)c(C(=O)c2ccccc2)c(=S)n(-c2ccc(Cl)cc2)c1-c1ccccc1
-11 | OC(CCc1ccccc1)c1ccc2c(c1)CN(Cc1cccn1-c1ccccn1)CCO2 (stereo not given)
1 | CCN(CC)c1ccc(C2Nc3cc(C)ccc3N=C3CC(C)(C)CC(=O)C32)cc1 (stereo not given)
-5 | COc1ccc(C2NC(=O)N=C(C)C2C(=O)Nc2ccccc2)cc1OC (stereo not given)
-1 | CC1CCCCN1C(=O)CSc1nnc(-c2cccc(Cl)c2)o1 (stereo not given)
-10 | CC(=O)C1C(C)=Nc2nnnn2C1c1cccnc1 (stereo not given)
1 | CCc1ccccc1S(=O)(=O)Cc1ccc(C(=O)NCc2ccc(Cl)cc2)o1
-3 | CN(C)C(=O)c1cncc(-c2cccc(-c3ccn[nH]3)c2)n1
3 | Oc1ccc(/C=C/c2nc(-c3ccccc3O)n(-c3ccccc3)n2)c(O)c1
1 | COc1c(Br)cc(Br)cc1/C=c1\sc2nc3ccccc3n2c1=O
2 | O=C(/C=C/c1ccccc1Cl)c1cccs1
9 | O=C(OCc1ccccc1)c1cccc(OCc2ccccc2)c1
-4 | CCOC(=O)c1sc(NC(=O)/C=C/c2ccc(C(C)C)cc2)c(C(=O)OCC)c1C

Three of the entries above in order of the ROC1-CUL1 inh value, ascending.
SMILES | ROC1-CUL1 inh
CC1CCCCN1C(=O)CSc1nnc(-c2cccc(Cl)c2)o1 (stereo not given) | -1
CCc1ccccc1S(=O)(=O)Cc1ccc(C(=O)NCc2ccc(Cl)cc2)o1 | 1
O=C(/C=C/c1ccccc1Cl)c1cccs1 | 2

Continued:
ROC1-CUL1 inh | smiles
4 | COc1ccccc1NC(=O)CN(c1ccc(C(C)C)cc1)S(=O)(=O)c1c(C)noc1C
1 | CC(=O)c1sc(NC(=O)c2ccoc2C)nc1C
0 | Nc1c(C(=O)Nc2ccc(Oc3ccccc3)cc2)sc2nc3c(cc12)CCCC3
2 | O=C(Nc1ccc2ccccc2c1)c1ccc(N2CCOCC2)cc1
-2 | O=C(NC1(C(F)(F)F)Oc2ccc(Cl)cc2O1)N1CCCCCC1 (stereo not given)
7 | C=CCNC(=O)c1cc(-c2ccccc2)on1
-5 | Cc1ccc(Cn2ccnc2SCC(=O)NCc2ccc(F)cc2)cc1
-3 | COc1ccc(C(=O)Nc2ccc(C(=O)Nc3cccc4ccccc34)cc2)cc1Br
-9 | Cc1ccc(NC(=O)c2ccc(C)c(S(=O)(=O)N3CCCCCC3)c2)cc1
-1 | CCOc1ccc(OCCSc2nnnn2-c2ccccc2)cc1
0 | O=C(Cc1ccccc1)N1c2ccccc2Sc2ccccc21
-5 | CCOc1cc(CNc2ccc(Oc3ccccc3)cc2)cc(Cl)c1OCc1ccc(Cl)cc1Cl
-6 | COCc1ccc(C(=O)Nc2ccc(-c3nc(CNC(=O)c4cc(CC(C)C)on4)c(C)o3)cc2)o1
-8 | N#C/C(=C/c1ccc(O)cc1)c1nc2ccccc2c(=O)[nH]1
-4 | O=C(COc1ccc(Cl)cc1Cl)Nc1ccc(N2CCOCC2)c2nonc12
-4 | Cc1cc(C)cc(C(=O)N(NC(=O)Nc2ccc(F)cc2)C(C)(C)C)c1
-9 | N#Cc1ccccc1OCC(=O)N1CCN(c2ccccc2)CC1
1 | CC1CCc2c(sc(NC(=O)c3ccc(OC(F)F)cc3)c2C#N)C1 (stereo not given)
21 | O=C(COc1ccc2c(=O)c(Oc3ccccc3Br)coc2c1)OC1CCCCC1
6 | CCc1ccc(C(=O)CC=Nc2cccc(C(F)(F)F)c2)cc1

Going on with the list:
ROC1-CUL1 inh | smiles
11 | CCCCNC(=O)CCCN1C(=O)CCn2nc(-c3cccn3C)cc21
9 | COc1ccccc1OCC(=O)Nc1c(C(=O)c2ccc(F)cc2)oc2ccccc12
8 | Cn1ncc(N2CCN(C(=O)c3ccc(N4CCOCC4)cc3)CC2)cc1=O
-1 | CC(=O)Nc1c(C)nn(-c2ccccc2)c1N1CCC(C(=O)Nc2ccc(F)cc2Cl)CC1
-5 | COc1cc(C=C2C(=O)OC(C)(C)OC2=O)ccc1OCc1ccc(Cl)cc1
15 | CCOc1ccc(C2C(C(=O)Nc3ccccc3)C(C)=Nc3nc(-c4ccccc4Cl)nn32)cc1OC (stereo not given)
9 | CCCCC(=O)Nc1scc(-c2ccc(OC)cc2)c1C(=O)O
7 | Cc1cnc(SCCN2CCOCC2)nc1C1CCCN(C(=O)Cc2ccc3c(c2)OCO3)C1 (stereo not given)
10 | Cn1c2ccc([N+](=O)[O-])cc2c2cccc([N+](=O)[O-])c21
2 | CCOC(=O)c1c(C)[nH]c(/C=N\O)c1O
-6 | Cc1ccc(Cn2c(CCNC(=O)C(C)C)nc3ccccc32)cc1
4 | CN(C)c1ccc(NS(=O)(=O)c2ccc(Cl)cc2)cc1
1 | O=C(O)CSc1ccc(Cl)cc1
-7 | O=C(NCCS(=O)(=O)N1CCN(c2ccccc2)CC1)C(c1ccccc1)c1ccccc1
2 | CCOC(=O)c1cc(=O)c2c(Cl)cc(Cl)cc2[nH]1
8 | c1ccc(-c2cc3c(N4CCN(c5ccccc5)CC4)ncnc3s2)cc1
-1 | CC1Cc2ccccc2N1S(=O)(=O)c1nnc(NC(=O)c2cccc(F)c2)s1 (stereo not given)
5 | O=C1N=C(Cc2ccc(O)c(I)c2)C(=O)N1c1ccc(Cl)cc1
-1 | CC1CCN(c2ccc(-c3nc(-c4ccccc4)no3)cc2[N+](=O)[O-])CC1
1 | CCN(CC1CCN(C2CCN(C)CC2)CC1)C(=O)c1csc(SC)n1

The last 3 entries of the section before open the next one.
ROC1-CUL1 inh | smiles
5 | O=C1N=C(Cc2ccc(O)c(I)c2)C(=O)N1c1ccc(Cl)cc1
-1 | CC1CCN(c2ccc(-c3nc(-c4ccccc4)no3)cc2[N+](=O)[O-])CC1
1 | CCN(CC1CCN(C2CCN(C)CC2)CC1)C(=O)c1csc(SC)n1
-1 | CC(NC(=O)CCCCCCC(=O)NC(C)C1COc2ccccc2O1)C1COc2ccccc2O1 (stereo not given)
-4 | Cc1cc(C)c(NS(=O)(=O)c2ccc3c(c2)NC(=O)CCS3)c(C)c1
12 | CCOC(=O)C(OCC)(OCC)C(c1ccccc1)C(C#N)S(=O)(=O)c1ccccc1 (stereo not given)
7 | O=C(NCCOCCn1c(=O)oc2ccccc21)Nc1ccc(F)cc1F
-1 | Cn1c(=O)c2c([nH]c(=S)n2CC2CC2)n(C)c1=O
0 | COc1ccccc1N1CCN(c2ncc3c(n2)CCN(Cc2ccccc2C)C3)CC1
-2 | CC(Sc1nc2ccccc2n1Cc1ccccc1)C(=O)O (stereo not given)
-4 | Cn1c(C(=O)NCCc2ccccc2)cc2cc(S(=O)(=O)N3CCCCC3)ccc21
-1 | C=CCO[C@H]1[C@H](NC(=O)COC)c2ccccc2C12CCN(Cc1c(C)nn(C(C)C)c1C)CC2
10 | Cc1cc([N+](=O)[O-])ccc1N1C(=O)c2cc([N+](=O)[O-])cc3cc([N+](=O)[O-])cc(c23)C1=O
-5 | Cc1nc2c(-c3ccccc3)c(C)nn2c(C)c1CCC(=O)N1CCN(c2ccc(F)cc2)CC1
3 | CCc1c(C#N)c(SCc2ccc3c(c2)OCCO3)nc2c1C(=O)CC(C)(C)C2
0 | N/C(=N\O)c1nccnc1N1CCN(Cc2ccccc2)CC1
-2 | C=Cc1ccc(Cn2c(=O)cc(C)c3c(C)nn(C)c32)cc1
-2 | CCN1CCC(N(Cc2ccc(F)cc2)C(=O)Nc2cc(Cl)ccc2C(=O)OC)CC1
2 | Cc1cc(C)c2oc(-c3ccc(NC(=O)c4ccc(C)c([N+](=O)[O-])c4)cc3)nc2c1
-3 | O=C1CSC(c2ccccc2)N1c1ccccc1 (stereo not given)
-1 | Cc1ccc(C)c(Cn2c(=O)n(Cc3ccccc3)c(=O)c3c(C)c(C)sc32)c1
0 | COc1ccc(NS(=O)(=O)c2ccc3c(c2)oc(=O)n3C)cc1Cl
15 | Cc1cc(N/N=C/c2ccc(O)cc2O)nc(-c2cc(Br)cc(Br)c2O)n1

Molecules listed so far that contain a furan ring, fused or not (5):
ROC1-CUL1 inh | smiles
2 | CN(C)CCN(C(=O)c1ccco1)c1nc2c(F)cc(F)cc2s1
1 | CCc1ccccc1S(=O)(=O)Cc1ccc(C(=O)NCc2ccc(Cl)cc2)o1
1 | CC(=O)c1sc(NC(=O)c2ccoc2C)nc1C
-6 | COCc1ccc(C(=O)Nc2ccc(-c3nc(CNC(=O)c4cc(CC(C)C)on4)c(C)o3)cc2)o1
9 | COc1ccccc1OCC(=O)Nc1c(C(=O)c2ccc(F)cc2)oc2ccccc12

The listing continues:
ROC1-CUL1 inh | smiles
-15 | Fc1ccc(Nc2ncc(CNCc3nc(-c4ccccn4)no3)s2)cc1
2 | CN1C(=O)C(N=Nc2ccc(O)cc2)N(C)C1=S (stereo not given)
12 | COc1ccc(-c2nc3n(n2)C(c2ccc(O)cc2)C(C(=O)Nc2cccnc2)C(C)=N3)cc1OC (stereo not given)
0 | Cc1cc(/C=N/NC(=O)CN(c2ccccc2)S(C)(=O)=O)c(C)n1-c1cc(Cl)ccc1Cl
-16 | Brc1c(-c2csc(I)c2Br)csc1I
-7 | CCOc1ccc(N(C)C(CNS(=O)(=O)c2ccccc2)c2ccccc2)cc1 (stereo not given)
3 | Cc1cccc(N2CCN(C(=O)c3ccc4c(c3)CCN4S(=O)(=O)c3ccccc3)CC2)c1C
2 | Cc1ccc2c(c1)-c1c(cnn1CC(=O)Nc1ccccc1C#N)CO2
2 | Nc1nc(SCC(=O)O)nc2sc3c(c12)CCCC3
-1 | O=C(Nc1c(C(=O)N2CCN(c3ccccc3F)CC2)oc2ccccc12)c1ccccc1F
-4 | CNC(=O)C(Cc1ccc(Br)cc1)=NC(=O)c1ccccc1
